Compound activity as filed in PubChem.
PriA SSB inh = inhibitors of Klebsiella pneumoniae PriA binding to SSB C-terminal tail, primary screen, biochemical, AlphaScreen; PriA–SSB C-terminal tail interaction (Klebsiella pneumoniae); AlphaScreen SSBct-PriA binding, biotinylated peptide; inhibition, % at 33 µM; hit rate 0.6% among 430,000; in the data active = inhibition mostly above about 37%, no sharp cut-off; inactive = mostly below about 20%;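 note: plate controls were negative control peptide for no effect and reference peptide for full effect; strong numbers were not always called active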
PrPC TRFRET = inhibitors of human cell surface prion protein PrPC, primary screen, cell-based, TR-FRET | Major prion protein (Homo sapiens), P04156 | TR-FRET read-out | inhibition, % at 13.8 µM | hit rate 0.43% among 370,000; in the data active = inhibition above about 24%; note: 0% = median of the test wells and 100% = reference compound wells
TcdB GH inh = TcdB glycohydrolase inhibitors, primary screen, biochemical, single point, plate reader; Toxin B (Clostridioides difficile), P18177; TcdB glycohydrolase enzymatic assay; inhibition, % at 9.99 µM; hit rate 0.24% among 350,000; AID 652162, 2013; in the data active = inhibition above about 10%
CCHF vOTU inh = CCHFV vOTU protease inhibitors, primary screen, biochemical, Pep-AMC substrate, fluorescence. Crimean-Congo hemorrhagic fever virus L polyprotein viral ovarian tumor (vOTU) protease …. inhibition, % at 11.5 µM. hit rate 0.55% among 370,000; in the data active = inhibition above about 30%; note: 0% = vehicle wells with enzyme and 100% = no enzyme wells
Yp Topo-I inh = Yersinia pestis topoisomerase I inhibitors, primary screen, biochemical, cleavage product accumulation, plate reader, single point. activity, % at 10 µM. AID 504884, 2011. hit rate 0.064% among 360,000. Y. pestis Topo-I cleavage product accumulation; in the data active = activity above about 50%, passing the limit was not always enough; note: inactives centre near 2
MazF activator = activators of E. coli MazEF toxin-antitoxin RNase, primary screen, biochemical, fluorescence, uHTS; Endoribonuclease toxin MazF (Escherichia coli (strain K12)), P0AE70; activation, % at 20 µM; FAM/BHQ RNA-DNA oligo cleavage fluorescence, 5 h; hit rate 0.32% among 350,000; in the data active = activation above about 50%
Target sequence (P0AE70 whole entry, looked up): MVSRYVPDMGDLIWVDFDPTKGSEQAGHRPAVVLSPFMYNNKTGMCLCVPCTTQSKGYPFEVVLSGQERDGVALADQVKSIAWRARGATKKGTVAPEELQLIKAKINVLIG
3CLpro inhibitor = SARS-CoV 3CLpro protease inhibitors, primary screen, biochemical, quenched FRET. inhibition, % at 6 µM. recombinant SARS-CoV 3CLpro, quenched FRET peptide cleavage. Replicase polyprotein 1ab (Severe acute respiratory syndrome coronavirus), P0C6X7. hit rate 0.14% among 290,000; in the data active = inhibition above about 12%
Rv3671c inh = Rv3671c serine protease inhibitors, primary screen, biochemical, fluorescence polarization, M. tuberculosis H37Rv | P9WHR9 | inhibition, % at 5.96 µM | hit rate 0.048% among 320,000 | AID 2606, 2010; in the data active = inhibition above about 38%;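 note: extracellular domain of Rv3671c used as enzyme; 0% = enzyme with DMSO and 100% = no enzyme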
Target sequence (P9WHR9 whole entry, looked up, the tested form may be a part): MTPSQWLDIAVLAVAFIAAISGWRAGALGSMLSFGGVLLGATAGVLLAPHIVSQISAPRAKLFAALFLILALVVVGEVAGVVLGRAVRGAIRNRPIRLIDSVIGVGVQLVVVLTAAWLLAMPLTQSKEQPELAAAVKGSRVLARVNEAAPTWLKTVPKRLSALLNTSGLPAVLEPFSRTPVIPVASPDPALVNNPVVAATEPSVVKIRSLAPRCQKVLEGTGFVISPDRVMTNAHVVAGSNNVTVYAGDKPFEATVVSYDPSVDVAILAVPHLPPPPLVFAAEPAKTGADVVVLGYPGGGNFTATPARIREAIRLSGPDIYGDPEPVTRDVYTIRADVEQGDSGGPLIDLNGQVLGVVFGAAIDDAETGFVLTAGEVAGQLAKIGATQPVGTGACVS
VHR inh abs = VHR1 phosphatase inhibitors, primary screen, biochemical, absorbance, uHTS. Dual specificity protein phosphatase 3 (Homo sapiens), P51452. AID 1654, 2009. inhibition, % at 13.3 µM. hit rate 0.52% among 290,000. recombinant VHR phosphatase, pNPP absorbance; in the data active = inhibition above about 50%; note: some compounds called inactive have numbers as strong as hits
Target sequence (P51452 whole entry, looked up): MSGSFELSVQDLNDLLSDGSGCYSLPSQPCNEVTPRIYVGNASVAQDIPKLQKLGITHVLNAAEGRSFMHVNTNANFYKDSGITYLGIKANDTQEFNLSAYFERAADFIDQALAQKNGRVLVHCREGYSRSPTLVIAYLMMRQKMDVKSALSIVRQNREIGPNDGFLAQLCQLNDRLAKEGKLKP
Vc quorum ag = inducers of Vibrio cholerae quorum light production without autoinducers, primary screen, BH1578 luxS cqsA deficient, single point | activation, % at 18.7 µM | hit rate 0.16% among 350,000 | V. cholerae BH1578 lux reporter, luminescence, 6 h | AID 588436, 2011; in the data active = activation mostly above about 9.7%, no sharp cut-off; note: not every result past the cut was called active; inactives centre near 0; reference of the scale not given here
* = called active by the depositor; i = inactive; . = no result given. Only part of the results is shown; count on the stated rates, not on these rows.

SMILES	PriA SSB inh	PrPC TRFRET	TcdB GH inh	CCHF vOTU inh	Yp Topo-I inh	MazF activator	3CLpro inhibitor	Rv3671c inh	VHR inh abs	Vc quorum ag
CCN1C(=O)c2n[nH]c(C(=O)OC)c2C1=O	-1.3	-0.3	.	-1.1	-6.1	2.6	0.5	-1.9	-2.0	-0.5
COc1ccc(C(=O)N2CCC(CCC(=O)Nc3cccc(C)c3)CC2)cc1	3.5	8.7	-0.8	-5.8	18.5	-3.2	-0.5	-1.0	12.9	i
O=C(CCNS(=O)(=O)c1ccccc1)OCc1nc2ccsc2c(=O)[nH]1	3.1	5.8	-2.1	14.4	9.1	2.4	.	6.3	.	5.1
Cc1cc(NC(=O)CCN2CCN(CCO)CC2)ccc1Br	-6.1	6.7	-0.8	-4.0	9.4	10.3	-0.9	10.6	25.2	i
O=C(CCCSc1nnc(SCCCC(=O)c2ccc(F)cc2)s1)c1ccc(F)cc1	-16.7	-4.9	.	-9.0	-6.0	-18.5	-2.1	-11.0	26.1	-11.1
CCCCCOC(=O)Nc1ccc(S(=O)(=O)Nc2cccc([N+](=O)[O-])c2)cc1	10.6	1.6	0.4	9.9	-12.0	-0.2	5.5	-88.2	-4.7	-0.7
CCCCNC(=O)C1(C)CCN1C(=O)CSc1ccccc1 (stereo unspecified)	.	-1.1	0.2	-0.9	-1.0	.	.	.	.	-3.3
CC1CCCCC12NC(=O)N(CC(=O)Nc1ccc(N3CCCCC3)cc1)C2=O (stereo unspecified)	5.8	5.4	-1.3	1.6	-8.0	-9.2	.	.	.	i
O=C(COC(=O)C1C2CC3OC(=O)C1C3C2)Nc1ccc(Cl)cc1 (stereo unspecified)	-10.9	6.2	0.2	18.1	-3.0	4.0	-1.9	1.9	15.8	-0.2
CCCc1ccc(OCc2nc(-c3ccc(NC(=O)c4ccco4)cc3)no2)cc1	-11.7	1.2	.	3.5	-8.2	-15.5	3.4	-3.8	-8.0	-7.7
COc1ccc(OC)c(NC(=O)COC(=O)c2nc(Cl)ccc2Cl)c1	-1.9	-3.6	-0.7	0.6	-8.6	-8.7	5.7	3.4	16.9	-0.4
Cc1cccc(NC(=O)CNC(=O)CN2C(=O)NC3(CCCc4ccccc43)C2=O)c1C (stereo unspecified)	-8.2	-2.3	2.9	-9.1	-10.5	7.8	.	3.0	.	-5.0
CCOc1ccccc1/C=C(\C(=O)O)c1ccc(S(=O)(=O)N2CCCCC2)s1	-0.3	0.8	-8.0	27.8	0.7	-15.8	.	-6.7	.	i
Cc1cc(C(=O)NN)c(C)o1	-7.2	4.9	-1.6	4.8	1.7	0.2	4.3	3.4	9.4	-0.3
COc1ccc(CC(N)c2csc(NC(=O)Nc3ccccc3-c3ccccc3)n2)cc1 (stereo unspecified)	.	6.4	1.6	3.7	0.6	.	.	.	.	-0.8
CC1CCc2c(C(=O)Nc3nccs3)csc2C1 (stereo unspecified)	-6.0	10.2	.	3.8	0.2	0.8	2.6	-6.2	0.2	-0.6
Cc1ccc(N/N=C/c2ccc(N3CCOCC3)cc2)cc1C	.	10.4	.	-0.2	10.2	19.7	4.8	3.2	15.7	i
CCCCNc1nc2ccccc2nc1NS(=O)(=O)c1cccs1	-2.0	5.4	.	9.2	-2.6	-16.4	-1.9	3.2	28.7	i
Cn1cc([N+](=O)[O-])c(C(=O)NCc2cc3cc(Cl)ccc3[nH]2)n1	10.2	-14.4	.	7.9	-3.2	-6.4	0.9	-1.8	-1.5	-0.4
C/C(CC(=O)Nc1ccc(C)cc1C)=N\NC(=O)C(C)C	.	6.9	1.2	18.8	2.8	4.9	4.1	-4.5	9.1	i

Arranged by number of heavy atoms (rising): part of the list above.
SMILES	PriA SSB inh	PrPC TRFRET	TcdB GH inh	CCHF vOTU inh	Yp Topo-I inh	MazF activator	3CLpro inhibitor	Rv3671c inh	VHR inh abs	Vc quorum ag
C/C(CC(=O)Nc1ccc(C)cc1C)=N\NC(=O)C(C)C	.	6.9	1.2	18.8	2.8	4.9	4.1	-4.5	9.1	i
Cc1ccc(N/N=C/c2ccc(N3CCOCC3)cc2)cc1C	.	10.4	.	-0.2	10.2	19.7	4.8	3.2	15.7	i
O=C(COC(=O)C1C2CC3OC(=O)C1C3C2)Nc1ccc(Cl)cc1 (stereo unspecified)	-10.9	6.2	0.2	18.1	-3.0	4.0	-1.9	1.9	15.8	-0.2

Additional entries
SMILES	PriA SSB inh	PrPC TRFRET	TcdB GH inh	CCHF vOTU inh	Yp Topo-I inh	MazF activator	3CLpro inhibitor	Rv3671c inh	VHR inh abs	Vc quorum ag
COC(=O)c1cc(NC(=O)Cc2ccc(OC)c(OC)c2)cc(C(=O)OC)c1	-10.3	2.8	.	17.8	-4.4	2.1	1.2	1.8	17.7	-0.1
CCOC(=O)c1ccccc1NC(=O)c1ccc(N(C)S(C)(=O)=O)cc1	-6.8	-10.9	1.8	-20.4	6.9	4.5	1.9	-7.9	3.5	i
CC(=O)c1cccc(N(C(=O)CNC(=O)c2ccco2)C(C(=O)NCc2ccco2)c2ccccc2)c1 (stereo unspecified)	-15.0	-2.2	0.6	5.5	2.5	-9.1	0.5	-1.8	25.2	0.4
COc1ccccc1CNC(=O)COC(=O)COc1ccccc1Cc1ccccc1	1.7	-2.6	1.5	13.7	26.2	-5.4	.	1.0	.	-1.9
O=C(COc1c(Cl)cc(Cl)cc1Cl)c1ccc(Cl)cc1	-3.7	6.4	.	6.0	-5.4	-6.7	4.2	4.7	4.5	i
Cc1ccc(C(=O)N/N=C\c2ccc(OC(=O)c3cccs3)cc2)cn1	.	0.9	0.6	1.6	21.0	-4.5	-3.8	-1.4	21.3	-0.3
CSc1ccccc1OCc1cc(C(=O)N(C)Cc2c(C)n[nH]c2C)no1	-4.9	.	.	.	13.8	1.9	-0.9	-2.3	14.0	-0.6
COc1cccc(-n2c(=O)c3sccc3n(CC(=O)NC3CCCCC3)c2=O)c1	-3.8	4.1	-0.1	-17.1	5.6	8.1	1.3	-12.5	12.5	-2.2
CCOC(=O)c1ccccc1NC(=O)CSc1nc2c(sc(=S)n2CC)c(=O)[nH]1	-6.4	7.0	1.9	15.6	15.1	-5.8	.	.	.	i
O=C(CCS(=O)(=O)c1ccc2c(c1)NC(=O)CO2)NCCc1ccccc1	-20.6	4.5	-3.3	5.5	-4.6	-1.1	-2.9	-1.5	7.3	0.5
O=C(NCc1ccc(F)cc1)C(=O)NCC1OCCN1S(=O)(=O)c1ccc2c(c1)OCCO2 (stereo unspecified)	-2.6	-4.1	-0.2	5.9	-9.9	0.9	-2.8	4.1	20.6	-0.3
Cc1sc2ncn(CC(=O)NCCN3CCOCC3)c(=O)c2c1S(=O)(=O)N1CCC(C)CC1	-2.1	0.3	0.4	-10.2	3.4	2.9	-2.7	-0.6	2.0	i
Cc1ccc(C(=O)CCC(=O)Nc2ccc(Cl)c(S(=O)(=O)Nc3cccc(Cl)c3)c2)cc1	-6.5	-3.0	.	14.5	-2.8	0.0	-5.6	-12.9	0.1	-0.3
CSc1nnc(C)c(=O)n1COC(=O)COc1ccccc1	-12.8	6.8	.	8.9	-7.4	-2.4	4.0	-4.2	2.6	i
COc1ccc(-n2c(Cc3ccccc3)nnc2SCC(=O)N2CCCc3ccccc32)cc1	17.4	-0.3	.	2.7	13.5	1.4	1.7	-1.2	13.2	-0.4
CC(=O)c1cccc(NC(=O)C(C)OC(=O)/C=C/c2cccs2)c1 (stereo unspecified)	-9.0	2.7	2.1	1.6	2.9	-7.2	.	.	.	1.1
COc1ccc(OC)c(NC(=O)c2ccc(S(=O)(=O)N3CCN(C)CC3)cc2)c1	-1.5	2.9	.	-7.1	-12.0	-1.9	-3.0	-2.9	14.1	i
CC1Oc2ccccc2N(CC(=O)Nc2ccc3c(c2)OCCO3)C1=O (stereo unspecified)	-6.1	7.1	.	12.2	1.4	-4.6	-0.6	-0.9	-2.5	-1.0
Cc1ccc(S(=O)(=O)NNC(=O)C(O)(c2ccccc2)c2ccccc2)cc1	-4.6	-3.0	0.5	-10.4	1.9	-4.3	-3.4	2.7	7.6	-0.1
CCOc1ccc(Br)cc1C1C(C(=O)OC)=C(N)Oc2cc(N(C)C)ccc21 (stereo unspecified)	-14.3	10.4	.	-6.2	-0.2	-18.7	4.3	12.4	24.0	-0.3

The last 2 compounds of the part above are carried over, then new ones follow.
SMILES	PriA SSB inh	PrPC TRFRET	TcdB GH inh	CCHF vOTU inh	Yp Topo-I inh	MazF activator	3CLpro inhibitor	Rv3671c inh	VHR inh abs	Vc quorum ag
Cc1ccc(S(=O)(=O)NNC(=O)C(O)(c2ccccc2)c2ccccc2)cc1	-4.6	-3.0	0.5	-10.4	1.9	-4.3	-3.4	2.7	7.6	-0.1
CCOc1ccc(Br)cc1C1C(C(=O)OC)=C(N)Oc2cc(N(C)C)ccc21 (stereo unspecified)	-14.3	10.4	.	-6.2	-0.2	-18.7	4.3	12.4	24.0	-0.3
O=C(N/N=C/c1cc(Br)ccc1O)Nc1ccccc1	.	-5.6	.	-6.7	0.8	-10.7	7.6	3.4	-5.3	i
CCN(CC)C(=O)N1CCN(C(=O)c2ccc(C)cn2)CC1	-9.1	-3.5	.	-1.9	1.5	-4.6	1.8	5.7	7.6	-0.2
COc1ccccc1C1NC(=O)NC(C)=C1C(=O)OC1CCCCC1 (stereo unspecified)	1.1	-8.5	10.5*	-1.7	3.5	4.4	0.1	4.8	-1.0	.
CS(=O)(=O)N(CCc1ccccc1)CC(N)=O	-6.1	-1.6	.	2.2	2.7	2.2	3.9	1.2	-1.0	i
Cc1ccc(S(=O)(=O)N(C)C)cc1NC(=O)C1CCCCC1	-4.8	1.7	-0.7	-4.8	-0.9	3.5	0.3	-6.8	1.7	-0.3
COc1ccc(S(=O)(=O)Nc2ccc(C(N)=O)cc2)cc1C(=O)N1CCCCCC1	-5.4	3.2	0.3	5.1	2.0	4.3	3.0	9.7	6.7	-10.0
COc1ccc(N(CC(=O)NCc2cccs2)S(=O)(=O)c2cccnc2)cc1	1.1	-3.6	-1.0	-1.6	14.1	8.9	-6.8	5.2	12.8	-0.1
CCOC(=O)[C@H]1[C@H]2COc3cc(OC)ccc3[C@@H]2N2C(=O)CN(Cc3ccc(OC)cc3)C(=O)[C@@]12C	1.3	-5.5	0.3	9.5	12.2	0.2	.	5.1	.	i
CCCCOC(=O)Cn1c(=O)c2c(nc3n2CCCCN3c2ccc(C)cc2)n(C)c1=O	-10.5	-0.2	.	15.0	17.0	-0.5	3.9	-0.9	-8.0	-0.5
CCS(=O)(=O)N1CCN(c2ccc([N+](=O)[O-])c(NCc3cccnc3)c2)CC1	-1.0	-31.6	5.9	-5.9	-4.4	10.5	4.3	5.1	25.2	-0.3
CC(=O)Nc1ccc(C(=O)OC2CCOC2=O)cc1 (stereo unspecified)	-15.0	4.2	.	9.9	3.6	5.9	-1.2	1.7	-6.2	i
COc1ccc(CN2C(=O)CN=C2Nc2cc(C)ccc2C)cc1	-4.8	0.3	.	10.6	10.7	-0.5	-4.0	-3.6	35.8	-6.7
CCOCC(=O)Nc1ccc(-c2cn3cccnc3n2)cc1	-1.3	-9.9	.	-318.6	-8.5	-3.4	4.4	-2.7	21.3	-0.4
O=[N+]([O-])c1ccccc1/C=N/n1c(COc2ccccc2)n[nH]c1=S	.	-8.0	.	25.2	0.0	-1.2	7.3	-5.0	13.0	i
O=C(CCSCc1cccc(F)c1)NCc1ccc(F)cc1	4.4	2.3	1.5	-8.1	4.9	-3.0	2.1	4.4	-9.1	1.4
COc1ccc(CNC(=O)COC(=O)c2ccc(OCC3CCCO3)cc2)cc1 (stereo unspecified)	-3.3	-1.0	1.3	17.2	13.8	5.7	.	-5.1	.	0.0
